Bioassay records as filed in PubChem.
PMK inhibit – S. pneumoniae PMK inhibitors, primary screen, biochemical, mevalonate pathway, pilot trial included; actives 0.49% (n = 65,000); inhibition, % at 10 µM; purified PMK, PK/LDH-coupled NADH absorbance 340 nm; phosphomevalonate kinase (Streptococcus pneumoniae D39);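 active means top-ranked compounds by inhibition in the single 10 µM screen, taking a fixed number of the strongest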;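 further: 0% = full reaction with DMSO carrier and 100% = background rate without enzyme reaction; no value below 0 was filed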
HT1080 viability – cytotoxicity in HT1080 fibrosarcoma cells, cell-based, fluorescence readout (AID 620); HT1080 viability, fluorescence; higher % means a stronger effect; cytotoxicity, % at 10 µM; hits with a dose series show EC50 in µM; actives 0.42% (n = 87,000);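 further: cells exposed to compound overnight then 4 h with Alamar Blue; 0% = vehicle DMSO and 100% = killing control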
LYP phosphatase – LYP phosphatase inhibitors, primary screen, biochemical, DiFMUP fluorescence, recombinant catalytic domain, 10 µM (AID 606). Tyrosine-protein phosphatase non-receptor type 22 (Homo sapiens). recombinant LYP catalytic domain, DiFMUP fluorescence; higher % means a stronger effect. inhibition, % at 10 µM; hits with a dose series show IC50 in µM. 52,000 tested, under 10 active;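 active means IC50 under 40 µM in the dose-response test; inactive means IC50 of 40 µM or more, or never dose-tested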
HPDE-C7K KRASV12 – cytotoxicity in KRAS-transformed pancreatic duct cells, primary screen, cell-based, fluorescence, HTS (AID 431). HPDE-C7K KRASV12 cells, Alamar Blue viability, 48 h; higher % means a stronger effect. cytotoxicity, % at 10 µM; hits with a dose series show EC50 in µM. actives 1.7% (n = 63,000);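 active means compounds whose percent cytotoxicity in the single-dose primary screen, scaled between solvent and toxic-drug controls, exceeds 50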;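 further: 0% = DMSO solvent wells and 100% = doxorubicin-treated wells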
MK inhibit – S. pneumoniae MK inhibitors, primary screen, biochemical, PK/LDH-coupled NADH absorbance; purified MK, PK/LDH-coupled NADH absorbance 340 nm; actives 0.48% (n = 65,000); inhibition, % at 10 µM;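 active means ranked among the strongest by inhibition in the single 10 µM screen, a fixed top-ranked set picked for dose follow-up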; further: no value below 0 was filed
DPM-DC inhibit – S. pneumoniae DPM-DC inhibitors, primary screen, biochemical, PK/LDH-coupled NADH fluorescence; diphosphomevalonate decarboxylase (Streptococcus pneumoniae D39); purified DPM-DC; calls only at 10 µM; actives 0.49% (n = 65,000);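 active means the 320 compounds with the highest percent inhibition in the single-dose primary screen, excluding strongly autofluorescent ones, cut at about 32% in these data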;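 further: kinetic rate of NADH fluorescence loss reporting ADP formed by the decarboxylase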
Bfl-1 inhibitors – Bfl-1 inhibitors, primary screen, biochemical, fluorescence polarization, FITC-Bid, mouse (AID 432); FITC-Bid BH3 peptide fluorescence polarization displacement; higher % means a stronger effect; displacement, % at 20 µM; hits with a dose series show IC50 in µM; Bcl-2-related protein A1 (Mus musculus); actives 0.02% (n = 64,000); in the data active means a potency from the dose series; inactive means the rest, 99 in 100 with displacement below about 15%; further: strong numbers were not always called active
HPDE-C7 cytotoxicity – cytotoxicity in HPDE-C7 cells, cell-based, fluorescence, HTS (AID 430); HPDE-C7 pancreatic duct cells viability, fluorescence; higher % means a stronger effect; one-dose cytotoxicity, % at 10 µM; EC50 in µM for titrated hits; actives 1.8% (n = 63,000);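 further: cells exposed to compound for 48 hours before viability readout; 0% = vehicle and 100% = reference cytotoxic drug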
Alkaline phosphatase – human TNAP enzyme inhibitors, biochemical, luminescent (AID 518); purified TNAP enzyme, luminescent substrate readout; higher % means a stronger effect; inhibition, % at 20 µM; hits with a dose series show IC50 in µM; actives 0.09% (n = 64,000); Alkaline phosphatase, tissue-nonspecific isozyme (Homo sapiens); in the data active means a potency from the dose series; inactive means the rest, 99 in 100 with inhibition below about 22%;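 further: plate controls were vehicle for no effect and reference inhibitor for full effect; many of its hits are not listed in these tables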
PMK inhibit pilot replicates – second read-out of PMK inhibit, no call of its own (marks repeat the call); inhibition, %; measured here: pilot screen replicates
MK inhibit pilot replicates – second read-out of MK inhibit, no call of its own (marks repeat the call); inhibition, %; measured here: pilot screen replicates
DPM-DC inhibit pilot screen % – second read-out of DPM-DC inhibit, no call of its own (marks repeat the call); inhibition, %; measured here: pilot screen trials
An asterisk follows results filed as active; i = inactive; x = not tested or not shown. Unless noted, no stated cut-off is given here; in the data, active means cytotoxicity above about 50%; inactive means the rest. Only part of the results is shown. The share of hits here may be higher or lower than overall.

SMILES	PMK inhibit	HT1080 viability	LYP phosphatase	HPDE-C7K KRASV12	MK inhibit	DPM-DC inhibit	Bfl-1 inhibitors	HPDE-C7 cytotoxicity	Alkaline phosphatase	others
CCNC(=O)C1OC(n2cnc3c(N)ncnc32)C(O)C1O (stereo not given)	0	-4%	x	-18%	0	i	-4%	-18%	6%
O=S(=O)(c1ccccc1)N1CN2CCN(C2)C1	13	21%	1%	-6%	7	i	5%	-19%	6%
Cc1ccc(Cn2nnnc2CN2CCC(n3nnc4cc(C(F)(F)F)ccc43)CC2)cc1	15	2%	2%	14%	0	i	-1%	-5%	13%
O=C(C1CCCN(c2nnc(-n3cccc3)s2)C1)N1CCC2(CC1)OCCO2 (stereo not given)	13	-11%	4%	-2%	8	i	-11%	1%	16%	PMK inhibit pilot replicates=1.0;MK inhibit pilot replicates=2.0;DPM-DC inhibit pilot screen %=1.0
CCC(=NCC1CCCO1)c1c(O)n(-c2ccc(Cl)cc2)c(=O)[nH]c1=O (stereo not given)	14	8%	x	6%	12	i	-14%	0%	8%
CC(=O)c1cccc(NC2=NCC(C)S2)c1 (stereo not given)	0	1%	-1%	-10%	10	i	6%	-17%	3%
CCOc1cc(-c2nc3c(C)cccn3c2NCC2CCCO2)ccc1O (stereo not given)	13	1%	x	4%	9	x	6%	3%	13%
CSc1nnc([C@@H](N)Cc2ccccc2)o1	0	-8%	1%	13%	20	i	-4%	5%	6%
O=C(CCCOc1ccc(Cl)cc1Cl)N1CCC2(CC1)OCCO2	1	-7%	11%	4%	2	i	-2%	-14%	20%	PMK inhibit pilot replicates=7.0;MK inhibit pilot replicates=2.0;DPM-DC inhibit pilot screen %=0.5
O=C(CN1CC(c2ccccc2)CC1=O)Nc1ccc(F)cc1 (stereo not given)	14	2%	10%	-8%	6	i	6%	-4%	-1%
CCOc1ccc(Br)c(C2(O)CC(C)N(C)CC2C)c1 (stereo not given)	0	7%	2%	6%	4	i	-1%	3%	15%	PMK inhibit pilot replicates=4.0;MK inhibit pilot replicates=0.0;DPM-DC inhibit pilot screen %=0.0
O=c1cccc2n1CC1CC2CN(C(c2cccc(F)c2)c2sc3ncnn3c2O)C1 (stereo not given)	13	-8%	x	-2%	2	i	-2%	-5%	5%
N#Cc1ccc(N2CCNCC2)c(F)c1	0	0%	4%	8%	6	i	-10%	9%	2%
O=c1[nH]c(=O)n(Cc2ccco2)c(O)c1C=NC1CC1	9	-2%	14%	-11%	6	i	-4%	-9%	24%
c1cncc(C2CCCCN2Cc2ccc3c(c2)OCO3)c1 (stereo not given)	3	-10%	11%	0%	0	i	1%	-10%	11%
CCC(=Nc1ccc(OC)cc1OC)c1c(O)n(C2CCCCC2)c(=O)[nH]c1=O	3	-5%	x	16µM*	8	i	0%	13µM*	7%
CC(C(=O)N1CCC2(CC1)OCCO2)C1Sc2ccccc2NC1=O (stereo not given)	14	-10%	x	-17%	5	i	-8%	-13%	6%
COCC(C)OC(=O)c1c(N)n(Cc2ccco2)c2nc3ccccc3nc12 (stereo not given)	9	-19%	7%	28%	1	x	6%	19%	15%
O=c1[nH]c(=O)n(-c2cccc(Cl)c2)c(O)c1C=NCCN1CCCCC1	4	3%	3%	-2%	8	i	1%	5%	14%
COc1ccc(N2C(=O)CC(N3CC=C(c4ccccc4)CC3)C2=O)cc1 (stereo not given)	7	4%	-12%	-10%	4	i	0%	-11%	2%
Cc1sc2ncn(CC(=O)NCC(=O)N3CCC4(CC3)OCCO4)c(=O)c2c1C	17	21%	-5%	x	1	i	x	x	x
Cc1n[nH]c(C)c1CCN	7	22%	3%	-12%	0	i	-1%	-10%	13%
CCOC(=O)[C@@]1(C#N)[C@@H]2C=CC(C(N)=O)=CN2[C@@H](C(N)=O)[C@@H]1c1cccc(Cl)c1	0	-2%	17%	-9%	17	i	-4%	-14%	10%
CNCCc1c(C)n[nH]c1C	14	2%	12%	20%	13	i	-7%	12%	11%
CC(C)CCn1c(N)c(C(=O)OCC2CCCO2)c2nc3ccccc3nc21 (stereo not given)	1	-5%	x	52%*	2	x	-1%	44%	5%
O=c1[nH]c(=O)n(Cc2ccccc2)c(O)c1C=NCCN1CCOCC1	0	1%	19%	19%	9	i	-6%	4%	10%
Cn1c(O)c(C=NCCN2CCN(C(=O)c3ccccc3)CC2)c(=O)n(C)c1=O	2	-1%	2%	10%	6	i	1%	-4%	8%
CN1CCN(c2ncnc3ccc(Br)cc23)CC1	3	-2%	15%	-14%	7	i	-3%	-8%	5%
CCCSc1nc(O)c(CC)c(=O)n1C(C)CC (stereo not given)	3	2%	6%	-8%	6	i	-8%	-3%	6%
O=P1(Nc2cccnc2)COc2ccccc2OC1	7	-3%	6%	-16%	10	i	1%	-9%	1%
COc1ccc(Cl)cc1NC1=NCC(C)S1 (stereo not given)	11	-6%	22%	x	9	i	x	x	x
CN1C(=O)C(Cc2cccc3ccccc23)C(=O)N(C)C1=O	0	-1%	-1%	12%	0	i	-4%	0%	12%	PMK inhibit pilot replicates=5.0;MK inhibit pilot replicates=0.0;DPM-DC inhibit pilot screen %=4.0
CN1C(=O)N(C)C(=O)C2(Cc3ccccc3N3CCOCC32)C1=O (stereo not given)	10	0%	-23%	0%	9	i	4%	-10%	10%	PMK inhibit pilot replicates=3.0;MK inhibit pilot replicates=0.5;DPM-DC inhibit pilot screen %=3.0
C(#CCN1CCOCC1)COC/C=C/c1ccccc1	0	-6%	8%	-2%	6	i	-6%	1%	6%
COc1ccc(CC2C(=O)N(C)C(=O)N(C)C2=O)c(OC)c1	0	5%	-6%	-2%	0	i	-6%	1%	4%
O=C(c1cc(-c2ccccc2)nc2ccccc12)N1CCC2(CC1)OCCO2	13	-7%	15%	-19%	4	i	-15%	-22%	10%
CCCCOC(=O)COc1cc(C)cc2oc(=O)c3c(c12)CCC3	0	3%	4%	0%	9	i	-2%	-3%	6%
Cc1cnn(C2CCN(C)CC2)c1N	14	-3%	4%	-13%	6	i	2%	-19%	15%	PMK inhibit pilot replicates=0.5;MK inhibit pilot replicates=0.0;DPM-DC inhibit pilot screen %=0.0
O=C(CN1CCCC1=O)N1CCOCC1	3	-4%	-4%	3%	6	i	0%	-3%	13%
CON(C)C(=O)Nc1ccc(Cl)cc1	2	2%	6%	-21%	5	i	-4%	-19%	8%
Cc1cccc(NC2=NCCCS2)c1C	0	-18%	x	-9%	0	i	-2%	-3%	11%
CC(C(N)=O)N1CC(c2ccccc2)CC1=O (stereo not given)	13	2%	13%	-4%	9	i	-8%	8%	7%
O=c1c2ccccc2nc(CSc2ncnc3nc[nH]c23)n1-c1ccccc1	15	-4%	14%	65%*	0	i	8%	47%	15%	PMK inhibit pilot replicates=0.0;MK inhibit pilot replicates=0.0;DPM-DC inhibit pilot screen %=0.0
CCC(=O)OC1(c2cccc(C)c2)CC(C)N(C)CC1C (stereo not given)	3	-1%	6%	7%	7	i	13%	-7%	5%
Nc1c(C(=O)OC2CCCCC2)c2nc3ccccc3nc2n1CC1CCCO1 (stereo not given)	10	-2%	x	-9%	9	x	-3%	0%	1%
O=C(CN1CC(c2ccccc2)CC1=O)Nc1cccc(F)c1 (stereo not given)	13	-2%	12%	2%	5	i	-5%	-5%	12%
CCCNC(=O)N1C2CCC1CC(O)(c1cccnc1)C2 (stereo not given)	12	-6%	0%	4%	5	i	1%	-2%	8%
O=C(Cc1ccccc1)OC(COCc1ccccc1)CN1CCOCC1 (stereo not given)	7	-1%	10%	7%	0	i	0%	0%	14%	PMK inhibit pilot replicates=5.5;MK inhibit pilot replicates=0.0;DPM-DC inhibit pilot screen %=1.0
O/N=C1\CCC2CN(C3CCCCC3)CC2C1 (stereo not given)	16	-1%	2%	13%	9	i	-3%	12%	-3%
O=C(CN1CCOCC1)c1ccc2cc[nH]c2c1	8	-2%	-3%	-2%	0	x	-1%	-10%	4%
CC(C)(C)P(=O)(c1ccncc1)N1CCCC1 (stereo not given)	2	-4%	7%	-18%	12	i	-7%	-13%	11%	PMK inhibit pilot replicates=4.0;MK inhibit pilot replicates=0.0;DPM-DC inhibit pilot screen %=4.5
O=C(c1cc(-c2cccnc2)nc2ccccc12)N1CCC2(CC1)OCCO2	7	2%	4%	7%	3	i	2%	-8%	8%

Twelve structures out of the list, arranged by molecular weight, falling.
SMILES	PMK inhibit	HT1080 viability	LYP phosphatase	HPDE-C7K KRASV12	MK inhibit	DPM-DC inhibit	Bfl-1 inhibitors	HPDE-C7 cytotoxicity	Alkaline phosphatase	others
COCC(C)OC(=O)c1c(N)n(Cc2ccco2)c2nc3ccccc3nc12 (stereo not given)	9	-19%	7%	28%	1	x	6%	19%	15%
CCC(=NCC1CCCO1)c1c(O)n(-c2ccc(Cl)cc2)c(=O)[nH]c1=O (stereo not given)	14	8%	x	6%	12	i	-14%	0%	8%
O=C(Cc1ccccc1)OC(COCc1ccccc1)CN1CCOCC1 (stereo not given)	7	-1%	10%	7%	0	i	0%	0%	14%	PMK inhibit pilot replicates=5.5;MK inhibit pilot replicates=0.0;DPM-DC inhibit pilot screen %=1.0
CN1C(=O)N(C)C(=O)C2(Cc3ccccc3N3CCOCC32)C1=O (stereo not given)	10	0%	-23%	0%	9	i	4%	-10%	10%	PMK inhibit pilot replicates=3.0;MK inhibit pilot replicates=0.5;DPM-DC inhibit pilot screen %=3.0
CN1CCN(c2ncnc3ccc(Br)cc23)CC1	3	-2%	15%	-14%	7	i	-3%	-8%	5%
CCCNC(=O)N1C2CCC1CC(O)(c1cccnc1)C2 (stereo not given)	12	-6%	0%	4%	5	i	1%	-2%	8%
C(#CCN1CCOCC1)COC/C=C/c1ccccc1	0	-6%	8%	-2%	6	i	-6%	1%	6%
CCCSc1nc(O)c(CC)c(=O)n1C(C)CC (stereo not given)	3	2%	6%	-8%	6	i	-8%	-3%	6%
O=S(=O)(c1ccccc1)N1CN2CCN(C2)C1	13	21%	1%	-6%	7	i	5%	-19%	6%
O=C(CN1CCOCC1)c1ccc2cc[nH]c2c1	8	-2%	-3%	-2%	0	x	-1%	-10%	4%
Cc1cnn(C2CCN(C)CC2)c1N	14	-3%	4%	-13%	6	i	2%	-19%	15%	PMK inhibit pilot replicates=0.5;MK inhibit pilot replicates=0.0;DPM-DC inhibit pilot screen %=0.0
CNCCc1c(C)n[nH]c1C	14	2%	12%	20%	13	i	-7%	12%	11%
